TrxR1 substrate: rat thioredoxin reductase 1 substrate activity; O89049; purified TrxR1 substrate turnover, NADPH consumption readout; 0.01% of 390,000 active; Potency, µM (doses to about 114 µM), for the others: at the highest dose activity change, negative = substrate turnover; AID 588456; further: potency means the concentration at half of the fitted maximal effect; on the % scale 0 is the no-effect control and ±100 the full control effect; nearly all actives have a fitted effect of over 50% in size
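Rat TrxR1, dispensed at 90 nM, was prereduced with 400 uM NADPH (final) for 5 min at ~22 deg C, then incubated with compound 15 min before 400 uM selenite. A first-read NADPH fluorescence drop versus no-compound background flagged substrates.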
IDH1 R132H inh: inhibitors of human mutant IDH1 R132H; O75874; IDH1-R132H enzyme, NADPH consumption, diaphorase/resazurin fluorescence; Potency, µM (series often up to 76.6 µM), for the others: top-dose activity change, negative = inhibition, most hits filed as inhibitors; 0.093% of 390,000 active; further: potency means the concentration at half of the fitted maximal effect; on the % scale 0 is the no-effect control and ±100 the full control effect; nearly all actives have a fitted effect of over 65% in size
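IDH1-R132H (0.5 ug/mL dispensed) in pH 7.5 Tris buffer was preincubated 30 min with compound, then given a substrate mix of 0.016 mM NADPH and 2 mM alpha-KG for 80 min at room temperature; remaining NADPH was read by diaphorase/resazurin fluorescence.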
TRHR enhancer: TRH receptor (human) allosteric enhancement; TRHR cells, fluo-8 calcium fluorescence, EC20 TRH enhancement; 0.66% of 360,000 active; enhancement, % at 2 µM; P34981; in the data active means enhancement above about 30%; further: 0% is about no effect
Target sequence (P34981 whole entry, looked up): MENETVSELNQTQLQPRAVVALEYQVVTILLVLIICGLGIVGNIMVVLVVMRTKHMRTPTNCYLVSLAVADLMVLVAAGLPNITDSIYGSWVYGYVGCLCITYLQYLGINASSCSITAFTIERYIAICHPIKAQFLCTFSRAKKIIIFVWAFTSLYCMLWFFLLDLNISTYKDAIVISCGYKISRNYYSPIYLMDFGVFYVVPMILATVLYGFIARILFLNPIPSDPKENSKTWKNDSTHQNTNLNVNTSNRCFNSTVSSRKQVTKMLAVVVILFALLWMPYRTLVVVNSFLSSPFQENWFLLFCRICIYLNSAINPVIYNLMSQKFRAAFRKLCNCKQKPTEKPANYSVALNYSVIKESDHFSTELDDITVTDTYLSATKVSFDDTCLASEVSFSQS
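TRHR-expressing cells loaded with fluo-8 calcium dye were read kinetically (ex 480/em 530) during compound addition, then stimulated with an EC20 of TRH (10 nM final). Enhancement of the Gq-mediated intracellular calcium response was scored.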
D2 agonist: agonists of human D2 dopamine receptor. HEK293 T-REx D2 cells, calcium flux agonist mode. activation, % at 2 µM. AID 485358. 0.53% of 340,000 active;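 active means activation over 3 SD above normal in the single-dose calcium agonist read, cut at about 30% in these data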; further: 0% is about no effect
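Agonism is scored from calcium flux in a force-coupled, inducible HEK293 cell line expressing D2, read kinetically for 180 s after compound addition against dopamine controls.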
TRHR agonist: TRH receptor (human) agonism; P34981; TRHR cells, calcium flux fluo-8, FDSS agonist mode; activation, % at 2 µM; 0.18% of 360,000 active; AID 493084; in the data active means activation above about 30%; further: 0% is about no effect
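TRHR-expressing cells loaded with fluo-8 calcium dye; 23 nL library compound pin-transferred, kinetic FDSS fluorescence (Ex 480/Em 530) recorded about 180 s for agonist-induced calcium release, before a 10 nM TRH EC20 addition for potentiator mode.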
USP1-UAF1 inh: USP1/UAF1 (human) deubiquitinase inhibition; O94782; recombinant USP1/UAF1, Ub-Rhodamine cleavage fluorescence; Potency, µM (series often up to 57.1 µM), for the others: at the highest dose activity change, negative = inhibition, hits mostly inhibitors; 0.23% of 390,000 active; AID 743255; further: potency means the concentration at half of the fitted maximal effect; on the % scale 0 is the no-effect control and ±100 the full control effect; nearly all actives have a fitted effect of over 60% in size; inactives centre near -12
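High-throughput fluorogenic screen: 1nM USP1/UAF1 complex, Ub-Rho substrate 150nM final, 50mM HEPES pH 7.8 with 0.5mM EDTA, 0.1 mg/ml BSA, 1mM TCEP and 0.01% Tween-20.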
TrxR1 inh: rat TrxR1 inhibition; O89049; recombinant rTrxR1, NADPH fluorescence consumption, selenite substrate; Potency, µM (top dose mostly 114 µM), without a hit: top-dose activity change, negative = inhibition, usual class: inhibitors; 1% of 390,000 active; AID 588453; further: potency means the concentration at half of the fitted maximal effect; on the % scale 0 is the no-effect control and ±100 the full control effect; nearly all actives have a fitted effect of over 65% in size
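Rat TrxR1 (90 nM in the dispensed reagent) was pre-reduced with 400 uM NADPH for 5 min at room temperature, then incubated with compound for 15 min. After 400 uM selenite was added, NADPH fluorescence (Ex 340/Em 450 nm) was followed for 8 min.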
PI4K2A inh: blocks human PI4K2A kinase activity; Q9BTU6; purified PI4K2A, ADP-Glo luminescence, 1 h; active compounds read low; activity change, negative = inhibition, % at 76.9 µM; 0.13% of 420,000 active; AID 1346378; in the data active means activity change below about -50%; inconclusive means mostly about -30% to -49%;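 further: -100% = wells without enzyme as full effect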
Target sequence (Q9BTU6 whole entry, looked up): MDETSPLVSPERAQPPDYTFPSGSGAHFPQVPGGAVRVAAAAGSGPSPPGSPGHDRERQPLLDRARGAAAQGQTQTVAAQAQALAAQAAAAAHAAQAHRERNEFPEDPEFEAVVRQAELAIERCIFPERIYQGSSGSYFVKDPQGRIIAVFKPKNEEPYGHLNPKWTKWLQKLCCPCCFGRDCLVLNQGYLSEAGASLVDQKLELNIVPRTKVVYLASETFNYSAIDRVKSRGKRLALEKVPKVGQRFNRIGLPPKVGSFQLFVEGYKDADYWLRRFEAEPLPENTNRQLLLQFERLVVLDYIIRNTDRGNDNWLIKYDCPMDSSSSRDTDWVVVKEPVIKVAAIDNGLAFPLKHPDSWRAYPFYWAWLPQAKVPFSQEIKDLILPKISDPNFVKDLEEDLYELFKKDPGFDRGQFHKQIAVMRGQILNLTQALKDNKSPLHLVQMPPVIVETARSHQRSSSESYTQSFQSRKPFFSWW
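In this quantitative HTS, ADP production by PI4K2A was quantified luminescently after 1 h at ambient temperature; 100 microM adenosine served as plate-quality control.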
D2 antag: D2 dopamine receptor (human) antagonism; P14416; HEK293 TREx D2 cells, calcium flux, dopamine EC80; inhibition, % at 10 µM; 2% of 340,000 active; AID 485344; in the data active means inhibition above about 30%; further: 0% is about no effect
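Tetracycline-induced HEK293 TREx cells expressing D2 receptor forced-coupled to calcium signalling, loaded with no-wash calcium dye. Compounds added and calcium flux read 180 s, then dopamine added at EC80 and read a further 180 s.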
* marks the source's active call; other numbers are inactive results; ? = inconclusive; . = no result given; [ ] = remark or other dose. Unless noted, the call rests on the fitted dose curve; in most records, active means well fitted inhibition curve with a large enough effect; inconclusive means small, poorly fitted or top-dose-only effect; inactive means no such curve, though single readings can be large or run the other way.

The line under a structure holds: TrxR1 substrate	TRHR agonist	D2 antag	USP1-UAF1 inh	D2 agonist	PI4K2A inh	IDH1 R132H inh	TRHR enhancer	TrxR1 inh
> COC(=O)C1=CN(Cc2ccc(OC)c(OC)c2)C=C(C(=O)OC)C1c1cccs1
 : 104%	0.4	6	-14%	1.3	1	-10%	5	16%[57.1 µM]
> N#CCC(=O)Nc1ncc(Cc2ccccc2Cl)s1
 : -5%	0.8	-10	-7%	1.2	3	-1%	24	1%
> Cc1cc2cc(CNS(=O)(=O)N(C)C)ccc2[nH]1
 : 11%[57.1 µM]	1.4	4	-13%	0.8	-1	-6%	1	4%[57.1 µM]
> CCOC(=O)C1CCCN(c2ncnc3c2cnn3-c2ccc(Cl)cc2)C1 (stereo unspecified)
 : 4%	0.5	-22	-11%	0.3	-2	7%	11	32%
> O=C(COc1ccc(Cl)cc1)NNC(=O)c1ccc2c(=O)n3c(nc2c1)CCC3
 : -3%	-0.2	6	-15%	-0.2	1	2%	5	-6%
> CN(C)S(=O)(=O)N1CCN(S(=O)(=O)c2ccc(F)cc2)CC1
 : 7%	-0.3	8	-4%	-0.9	7	5%	-1	24%
> O=C(O)C1CCCN(S(=O)(=O)Cc2ccccc2)C1 (stereo unspecified)
 : 5%	0.4	12	-11%	0.4	-2	-8%	1	35%
> COc1ccc(C(=O)N2CCN(CCNC(=O)C(=O)Nc3ccc(Br)cc3)CC2)cc1
 : 2%	-0.7	8	-20%	0.0	-5	2%	-8	11%
> COc1ccc(N(C)S(=O)(=O)c2ccc(Cl)c(C(=O)NCC(C)(C)N3CCOCC3)c2)cc1
 : -6%	0.2	-14	-15%	0.1	-4	2%	-4	-2%
> CCN(CC)S(=O)(=O)c1cccc(C(=O)NCC2CCCCC2)c1
 : 16%[57.1 µM]	-0.6	-16	-22%	0.5	3	5%	1	28%[57.1 µM]
> CC(=O)NC(=O)COC(=O)c1ccc2ncsc2c1
 : -10%	0.5	-15	-11%	0.5	-9	-7%	-3	0%
> CC(=O)Nc1c(C)nn(-c2ccccc2)c1N1CCC(C(=O)Nc2cc(Cl)ccc2C)CC1
 : 2%[57.1 µM]	-0.1	.	-20%	.	-3	-2%	-4	18%[57.1 µM]
> CCOC(=O)C1=C(C)NC2(O)c3ccccc3C(=O)C12O (stereo unspecified)
 : 0%	-0.7	-3	?	-0.7	-21	7%	3	1%
> CCSc1nc(N)c2c3c(sc2n1)CCC3
 : -11%	-0.2	11	-14%	0.6	-12	2%	-3	-17%
> COc1cccc(C(=O)Nc2ccc(NC(=O)C3CCCCC3C(=O)O)cc2)c1 (stereo unspecified)
 : 6%	-0.6	-4	-4%	-0.2	2	-1%	-4	7%
> COc1cc(OC)c(NC(=O)NCc2cccn2Cc2ccccc2)cc1Cl
 : -2%[57.1 µM]	-0.4	.	-15%	0.4	-10	7%	-18	18%[57.1 µM]
> CC(C)(C)NC(=O)COC(=O)c1cc(S(=O)(=O)N2CCCCC2)ccc1N1CCOCC1
 : 0%	0.2	4	-18%	0.4	3	11%	4	1%
> O=Cc1c(-c2ccccc2)nc2ccccn12
 : 1%	0.0	4	-16%	-0.3	2	0%	3	9%
> COc1ccc(N/C=C\C(=O)c2ccc3c(c2)OCO3)cc1OC
 : -2%	0.1	1	-20%	-0.2	0	2%	2	-7%
> Cc1ccc(/C(N)=N/OC(=O)c2ccc3c(c2)OCO3)cc1
 : 11%[57.1 µM]	-1.3	0	-16%	-0.3	1	5%	-8	19%[57.1 µM]
> COc1ccc(N2CCN(CCCNC(=O)C3(S(=O)(=O)c4ccc(Cl)cc4)CC3)CC2)cc1
 : -7%	-0.2	16	-18%	2.1	3	-1%	2	-12%
> Cc1ccccc1NC(=O)Cn1c(=O)sc2ccccc21
 : 3%[57.1 µM]	0.1	-5	1%	0.5	-1	-2%	0	-2%[57.1 µM]
> N#CCCN(C(=O)COC(=O)C1CCN(S(=O)(=O)c2ccccc2C(F)(F)F)CC1)c1ccccc1
 : ?	.	.	-17%	.	0	-10%	.	-28%
> CCOC(=O)C1CCN(C(=O)COC(=O)/C=C/c2cccc(OC)c2OC)CC1
 : 1%	.	.	-19%	.	1	2%	.	20%
> Nc1ccc(C(=O)OCc2nc3ccccc3s2)cc1
 : -9%	-1.3	.	-13%	.	-1	10%	-1	-3%
> Cc1cc(NC(=O)CCCC(=O)NCc2ccccc2)no1
 : 15%[57.1 µM]	-0.1	-5	-13%	0.1	-10	4%	-11	30%[57.1 µM]
> Cc1ccc(S(=O)(=O)N(C)C)cc1NC(=O)COC(=O)/C=C/c1ccc(F)cc1
 : 0%	0.1	-5	-17%	0.1	8	-11%	4	15%
> Oc1ccc(O)c2c1C1c3ccccc3C2c2ccccc21
 : .	0.7	-8	.	0.4	.	.	6	.
> CCCN1C2CCCC1CC(NC(=O)c1ccccc1OC)C2 (stereo unspecified)
 : -1%	0.3	4	-11%	0.8	7	-8%	-3	6%
> Cc1ccc(S(=O)(=O)Nc2nc3ccccc3s2)cc1
 : -4%	-0.4	-3	4%	-0.1	-6	-3%	5	-6%

Single records (already shown):
`Cc1ccc(S(=O)(=O)N(C)C)cc1NC(=O)COC(=O)/C=C/c1ccc(F)cc1` in the list: TrxR1 substrate: 0%; TRHR agonist: 0.1; D2 antag: -5; USP1-UAF1 inh: -17%; D2 agonist: 0.1; PI4K2A inh: 8; IDH1 R132H inh: -11%; TRHR enhancer: 4; TrxR1 inh: 15%
`N#CCCN(C(=O)COC(=O)C1CCN(S(=O)(=O)c2ccccc2C(F)(F)F)CC1)c1ccccc1` in the list: TrxR1 substrate: ?; TRHR agonist: .; D2 antag: .; USP1-UAF1 inh: -17%; D2 agonist: .; PI4K2A inh: 0; IDH1 R132H inh: -10%; TRHR enhancer: .; TrxR1 inh: -28%
`COc1ccc(N/C=C\C(=O)c2ccc3c(c2)OCO3)cc1OC` in the list: TrxR1 substrate: -2%; TRHR agonist: 0.1; D2 antag: 1; USP1-UAF1 inh: -20%; D2 agonist: -0.2; PI4K2A inh: 0; IDH1 R132H inh: 2%; TRHR enhancer: 2; TrxR1 inh: -7%

Remaining list, next part
The line under a structure holds: TrxR1 substrate	TRHR agonist	D2 antag	USP1-UAF1 inh	D2 agonist	PI4K2A inh	IDH1 R132H inh	TRHR enhancer	TrxR1 inh
> O=[N+]([O-])c1ccccc1S(=O)(=O)NCCSc1ccccc1
 : -2%	-0.3	-11	-10%	-1.0	2	-13%	-1	14%
> O=C(CSc1nnnn1-c1ccccc1)N1CCc2ccccc2C1
 : 7%	1.0	-28	-27%	-0.9	0	9%	8	11%
> COc1ccc(C2=CC(=O)N(Nc3ccccc3)C2=O)cc1
 : -4%[57.1 µM]	1.8	7	-15%	6.0	10	-5%	2	?
> O=C1OC(NC(=O)c2ccccc2)C(n2cc(CO)nn2)=C1Cl (stereo unspecified)
 : 9%[57.1 µM]	0.5	16	-19%	-0.6	-18	1%	4	10µM*
> Cc1c2cnn(CC(=O)NCCN3CCOCC3)c(=O)c2c(C)n1Cc1ccccc1F
 : 5%[57.1 µM]	.	.	6%	.	-1	-6%	.	10%[57.1 µM]
> Cc1c(C(=O)NCCc2ccc(Cl)cc2)sc2nc3n(c(=O)c12)CCC3
 : -3%	-0.3	16	-8%	0.2	-7	5%	1	9%
> O=C(/C=C/c1cccc([N+](=O)[O-])c1)NCc1ccco1
 : -4%	-0.4	12	-16%	-1.3	1	6%	-4	-9%
> COc1ccc(/C=N/NC(=O)CN(C)S(=O)(=O)c2ccc(NC(C)=O)cc2)cc1
 : 3%[57.1 µM]	-0.3	-14	-7%	-0.5	-1	2%	-2	25%[57.1 µM]
> CSC1=NCCN1C(=O)c1ccco1
 : 3%	-0.8	1	-10%	0.8	-3	2%	2	10%
> O=C(CSc1cc(Cl)ccc1Cl)NCCN1C(=O)CSC1=O
 : -2%[2.29 µM]	.	.	-2%	.	-1	3%	.	5%[2.29 µM]
> CC1CC(C)CN(CCOc2ccc(Cl)cc2Cl)C1 (stereo unspecified)
 : -3%	0.5	.	-4%	.	6	6%	0	5%
> CC(C)(C)n1ncc2c(=O)n(CC(=O)N3CCCC3)cnc21
 : 11%[57.1 µM]	0.8	-1	-11%	2.6	4	17%	3	10%[57.1 µM]
> Cc1ccc2sc(N(CCCN(C)C)C(=O)c3ccc(S(=O)(=O)N4CCOCC4)cc3)nc2c1C
 : 1%	0.5	3	-5%	-0.2	-3	-1%	2	0%
> COc1cc(Nc2cc(C)nc3ncnn23)cc(OC)c1
 : 11%[57.1 µM]	-0.5	26	-20%	0.7	-3	9%	4	0%[57.1 µM]
> CCOc1ccc(N2C(=O)c3ccccc3NC2(C)CC)cc1 (stereo unspecified)
 : 12%	-0.8	7	-21%	-0.7	-1	2%	-1	29%
> Cc1cccc(C)c1NC(=O)CNC(=O)c1c(C)nn(-c2ccccc2)c1C
 : -4%	0.0	-9	-2%	-0.4	-1	1%	-12	-1%
> O=C(CCc1ccccc1)NNC(=O)c1ccccc1Br
 : 4%[0.457 µM]	0.0	-1	1%	0.2	6	-7%	23	9%
> COc1cccc(CNC(=O)c2cccc(Br)c2)c1
 : -7%	0.1	5	-9%	0.4	3	6%	-20	7%[57.1 µM]
> Cc1nc(N2CCN(C(=O)c3ccco3)CC2)c2c3c(sc2n1)CCCC3
 : 9%[57.1 µM]	-0.4	9	-14%	2.0	1	5%	3	-12%[2.29 µM]
> COc1ccc(CC(=O)NNC(=O)c2cc(C)oc2C)cc1OC
 : -2%	0.4	32*	-5%	0.9	-1	6%	1	2%
> N#C/C(=C\c1ccc(F)c(Cl)c1)S(=O)(=O)c1ccccn1
 : 1%	0.4	-5	-26%	0.2	8	0%	3	27%
> Cc1nc(N2CCN(c3ccccc3)CC2)[nH]c(=O)c1C
 : 10%[57.1 µM]	0.1	9	-1%	-0.4	-1	17%	2	23%[57.1 µM]
> CC(=O)Nc1ccc(S(=O)(=O)N[C@@H](C)C(=O)OCC(=O)NC2CCCC2)cc1
 : 6%	-0.4	6	-19%	0.3	0	-6%	-1	20%
> COC(=O)[C@H](Cc1ccccc1)NS(=O)(=O)c1ccc(F)cc1Br
 : -2%	.	.	-22%	.	1	0%	.	26%
> Cc1ccc(C)c(CN2CCC(CNC(=O)CCc3nnc4ccc(N5CCCCC5)nn34)CC2)c1
 : 1%	1.2	19	-8%	-1.5	3	-8%	-8	18%
